# Screening data: PubChem, National Center for Advancing Translational Sciences (NCATS)
# p53ts 39C kill = kills p53ts cells at the nonpermissive temperature; 1.5% of 130,000 active; H1299-p53A138V viability at 39C, ATP luminescence, 24 h; Potency, µM (top dose mostly 46.1 µM), for inactives: at the highest dose activity change, negative = cell killing, usual class: cytotoxic; AID 902; further: nearly all actives have a fitted effect of over 55% in size
# IkB sig inh = inhibitors of IkB signaling in ABC-DLBCL cells. ABC-DLBCL IkBa-CBG/CBR dual luciferase ratio, 4 h; response scale: scaled: untreated 0%, proteasome inhibitor 100%. Potency, µM (series often up to 57.1 µM), inactives show at the top dose IkBa stabilization activation. 0.04% of 110,000 active. AID 445; active means well fitted curve in the direction sought with a large enough effect in the signal ratio, not every such curve was filed as active; inconclusive means small, poorly fitted or top-dose-only effect, or a change in a side signal; the % refers to the signal ratio;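 further: the direction sought is a rising ratio; 0% = basal untreated cells and 100% = reference inhibitor full response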
#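 Luminescence ratio of IκBα-fused green versus native red beetle luciferase in OCI-Ly3 cells, 4 h post-doxycycline with compound; red signal alone, scaled from basal (0%) to zero light (-100%), flagged nonspecific or cytotoxic effects.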
# p53ts 32C tox = kills p53ts cells at the permissive temperature; 0.93% of 130,000 active; H1299-p53A138V at 32C, ATP luminescence viability, 24 h; AID 924; Potency, µM (highest dose often 46.1 µM), for the others: top-dose activity change, negative = cytotoxicity, hits mostly cytotoxic;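 further: 0% = DMSO and -100% = full killing by reference compound; nearly all actives have a fitted effect of over 55% in size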
#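 Viability by ATPlite luminescence after 24 h compound treatment (up to 46 uM) at the permissive 32C. Cells are H1299 carrying p53 A138V. Scale runs from DMSO basal to 100 uM tamoxifen as full kill; AC50 from Hill fits.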
# Imprint erasure = genomic imprint erasure induction; mouse ES Peg3-LacZ reporter, beta-gal luminescence, 40 h; Potency, µM (doses to about 60.7 µM), for the others: at the highest dose activity change, positive = activation, most hits filed as activators; 0.02% of 110,000 active; AID 1948;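 further: 0% = negative control wells on the plate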
#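 Imprint erasure is scored as LacZ activity from the silenced maternal Peg3 allele in feeder-free female ES cells cultured 40 h with LIF. Luminescence is normalized to in-plate negative controls and fitted to the Hill equation.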
# The depositor's hits bear a star; u = inconclusive; x = not tested or not shown; [ ] = remark or other dose. Unless noted, the call rests on the fitted dose curve; in most records, active means well fitted curve in the direction sought with a large enough effect; inconclusive means small, poorly fitted or top-dose-only effect, or another doubt; inactive means no such curve, though single readings can be large; an effect the other way counts as inactive or inconclusive. Unless noted, on the % scale 0 is the no-effect control and ±100 the full control effect; potency means the concentration at half of the fitted maximal effect. Rows are unselected, and some 1.7% of all compounds hit somewhere here.
Structure	p53ts 39C kill	IkB sig inh	p53ts 32C tox	Imprint erasure
CC1CCN(C(=O)C2CCN(CC(C)c3ccccc3)CC2)CC1 (stereo not drawn)	2.9%	x	-12.5%	x
CC(=O)NC(O)C(=O)c1ccccc1 (stereo not drawn)	-2.2%	x	3.8%	x
CN(C(=O)CSc1nc(-c2ccc(F)cc2)cs1)C1CCS(=O)(=O)C1 (stereo not drawn)	-7.8%	-1.5%	-11.3%	-12.0%
COc1ccc(CNC(=O)C(CCSC)NS(=O)(=O)c2ccc3c(c2)oc(=O)n3C)cc1 (stereo not drawn)	18.0%	1.0%	3.7%	-9.7%[10.9 µM]
CC(=O)OCCCN1C(=O)c2ccc(Br)cc2C1=O	2.6%	-4.8%	8.4%	-8.3%
CCOc1ccccc1NC(=O)CSc1nnc(CNC(=O)c2ccco2)o1	-2.0%	-2.7%	21.6%	-11.7%
CN(CC(=O)N1CCc2ccccc21)S(=O)(=O)c1ccc(Cl)cc1	5.4%	6.3%	5.8%	-13.1%
COc1ccc(OC)c(CN2CCN(C(=O)c3cccc4ccccc34)CC2)c1	-19.2%	0.5%	-10.6%	-18.0%
CCOC(=O)c1nonc1NC(C)=O	4.5%	x	-11.1%	x
CC(C)c1ccc(NC(=O)[C@H]2O[C@@H]3OC(C)(C)O[C@@H]3[C@H]3OC(C)(C)O[C@H]32)cc1	-5.4%	-1.0%	-6.0%	7.3%[10.9 µM]
CN1C[C@@H]2C(c3ccc(Cl)nc3)C3(c4ccc(C#N)cc4)CC2(C3)[C@H]1c1ccccc1 (stereo partly drawn)	-9.1%	x	-5.8%	-5.1%
O=C(NCC(c1ccco1)S(=O)(=O)c1cccs1)c1ccccc1 (stereo not drawn)	9.2%	3.4%	4.4%	8.5%[10.9 µM]

Structure	p53ts 39C kill	IkB sig inh	p53ts 32C tox	Imprint erasure
O=C(CCc1ccccc1)Nc1ccncc1	1.1%	0.9%	-1.0%	-10.1%
CCOc1ccccc1-c1nn2c(Cc3ccccc3)nnc2s1	18.1%	0.4%	-3.9%	-11.9%
COc1cc2c(cc1OC)C(C(=O)Nc1ccccn1)C(c1cccnc1)N(C)C2=O (stereo not drawn)	14.9%	0.3%	-13.0%	2.1%
Cc1cccc(NS(=O)(=O)c2cccc3cccnc23)n1	1.0%	1.0%	-0.3%	-3.0%
Cc1cccc(N2C(=O)CSC23C(=O)N(Cc2cccc(F)c2)c2ccccc23)c1 (stereo not drawn)	-4.2%	u	10.9%	4.7%[10.9 µM]
CCOC(=O)c1cnc(N(C)C)nc1SC(=N)N	10.6%[9.22 µM]	-0.4%[11.4 µM]	-1.3%[9.22 µM]	-11.1%[10.9 µM]
Cc1ccccc1NC(=O)CSc1nc2ccc(NC(=O)c3ccccc3)cc2s1	-5.5%	u	-18.2%	-14.8%[10.9 µM]
COc1ccc(S(=O)(=O)NCC(c2ccco2)N2CCOCC2)cc1 (stereo not drawn)	1.3%	-0.7%	-7.1%	5.4%[10.9 µM]
CC(C)NC(=O)Cn1c(SCC(=O)N2CCCCCC2)nc2ccccc21	-7.7%	0.3%	3.4%	-9.0%
CCOC(=O)c1sc2nc(CSc3nc4ccccc4n3CC)[nH]c(=O)c2c1C	2.4%	0.5%	2.2%	16.1%
CCSc1nnc(NC(=O)C2(C)Cc3ccccc3C(=O)O2)s1 (stereo not drawn)	6.1%	-0.5%	4.4%	-16.2%
Cc1ccc2cc(S(=O)(=O)NCCCC(=O)O)ccc2c1	6.8%	u	-2.5%	1.1%

Structure	p53ts 39C kill	IkB sig inh	p53ts 32C tox	Imprint erasure
COCC(=O)N(C)C1(c2nnnn2CCOC(=O)Nc2cccc3ccccc23)CCCC1	7.5%	2.0%	2.9%	-0.4%
Cc1cc(C)c(/C=C/c2onc(C)c2S(=O)(=O)N2CCC(C(=O)N(C)Cc3ccccc3)CC2)c(C)c1	-15.8%	0.4%	8.9%	-11.6%[10.9 µM]
COc1ccc(Cc2nnc(NS(=O)(=O)Cc3ccccc3)s2)cc1	2.0%	2.7%	8.6%	3.1%
Cc1c(NC(=O)c2cc(-c3ccc4c(c3)OCO4)on2)c(=O)n(-c2ccccc2)n1C	-2.0%	3.6%	-4.8%	-27.8%
O=C(c1ccco1)N1CCN(S(=O)(=O)c2ccc(S(=O)(=O)NC3CCCCC3)cc2)CC1	8.5%	1.3%	12.3%	-13.4%
Nc1c(NC2CCCCC2)c2ccccc2oc1=O	2.7%	u	0.9%	-9.7%
C[n+]1cccc(/C=C\c2ccc3cccc(O)c3n2)c1	7.7%[9.22 µM]	0.7%[11.4 µM]	3.6%[9.22 µM]	-3.1%[10.9 µM]
Cn1cc(C(=O)N/N=C/c2cccs2)c2ccccc21	-7.1%	x	-15.0%	x
CCOc1ccc2nc(N3CCN(C(=O)c4ccc5c(c4)CCCC5)CC3)sc2c1	-16.4%	u	-3.1%	8.4%[10.9 µM]
COc1ccc(NC(=O)C(Cc2ccccc2)n2cccc2)c(OC)c1 (stereo not drawn)	-27.1%	u	-5.9%	-10.2%[10.9 µM]
COc1cccc(NC(=O)N2CCC(N3CCCCC3)CC2)c1	-4.4%	-1.4%	11.8%	-13.2%
Cc1cccc(OCC(=O)Nc2c(C)ccc3nsnc23)c1C	-12.2%	-4.8%	-6.5%	14.4%[10.9 µM]

Structure	p53ts 39C kill	IkB sig inh	p53ts 32C tox	Imprint erasure
COc1ccc(C2C(C#N)=C(N)Oc3cc(N)ccc32)cc1OC (stereo not drawn)	-5.6%	x	-2.1%	x
COc1ccc(S(=O)(=O)N2Cc3ccccc3CC2C(=O)Nc2ccc(C)cc2C)cc1OC (stereo not drawn)	-1.3%	u	4.4%	15.2%[10.9 µM]
Cc1ccc(S(=O)(=O)N2CCCc3cc(NS(=O)(=O)c4cc(C)ccc4C)ccc32)cc1	-18.0%	1.2%	12.6%	-14.2%[10.9 µM]
O=C(CN1C(=O)C2(OCCCO2)c2ccccc21)NCCc1ccccc1	14.4%	0.7%	1.0%	0.6%
CCOC(=O)c1ccc2c(c1)C(=O)N(C1CCCCC1)C2=O	-4.8%	-1.5%	-1.1%	8.3%
Cc1ncc(CO)c(CN)c1O	0.5%[9.22 µM]	-0.8%[11.4 µM]	-5.9%[9.22 µM]	-2.0%[10.9 µM]
Cc1ccc(NC(=O)CSc2nc3c(c(=O)[nH]2)CCC3)cc1Cl	-27.2%	u	-4.5%	-9.3%[10.9 µM]
CC(=O)C1=C(O)C(=O)N(CCN2CCOCC2)C1c1ccc(N(C)C)cc1 (stereo not drawn)	11.8%	-3.3%	-0.9%	-5.5%
O=C(O)C1CCN(C(=O)c2ccccc2C(=O)N2CCC(C(=O)O)CC2)CC1	3.2%	-0.3%	2.0%	2.9%
Cc1ccsc1C1NC(=O)c2ccccc2N1 (stereo not drawn)	-4.6%	0.3%	-6.8%	-32.9%[inhibitor]
CC(=O)NC12CC3CC(C1)CC(C(=O)OCC(=O)NC(=O)c1cccn1C)(C3)C2	9.1%	0.7%	5.0%	-3.4%
COc1ccc(CCNC(=O)C(=O)NCC(c2cccs2)S(=O)(=O)c2ccccc2)cc1 (stereo not drawn)	-0.2%	u	7.3%	-17.6%[10.9 µM]

Structure	p53ts 39C kill	IkB sig inh	p53ts 32C tox	Imprint erasure
CC(=O)c1ccc(NC(=O)c2ccc(CN3C(=O)CCn4nc(C)cc43)cc2)cc1	-26.2%	-1.4%	-21.8%	13.7%[10.9 µM]
COc1ccc(OC)c(CN2CCN(S(=O)(=O)c3ccccc3)CC2)c1	7.0%	1.3%	0.8%	6.3%[10.9 µM]
COCc1[nH]nc2c1C1(C(=O)N(C)c3ccccc31)C(C#N)=C(N)O2 (stereo not drawn)	-7.2%	0.6%	-5.5%	-1.6%
O=C(c1ccc2nc(N3CCOCC3)sc2c1)N1CCCC1	4.9%	-4.2%	-0.6%	-49.3%[inhibitor]
COc1ccc(/C=N/n2c(SC)nnc2-c2ccccc2)cc1C	-19.7%	u	-9.1%	-21.4%
Cc1ccc(C(=O)CSc2n[nH]c(-c3ccco3)n2)cc1C	4.3%	0.7%	2.7%	5.8%
Cc1cc2c(cc3c(SCC(=O)Nc4cccc(Cl)c4C)nnc(C)n32)o1	3.5%	-0.2%	3.5%	-14.5%[10.9 µM]
Cc1ccc(NC(c2nnc(-c3ccccc3)o2)c2ccccc2F)c(Cl)c1 (stereo not drawn)	-5.6%	u	2.0%	-8.4%[10.9 µM]
CCOc1ccc(-c2csc3ncnc(Nc4cccc(O)c4)c23)cc1	-21.4%	u	-0.8%	-6.0%[10.9 µM]
CCCCCn1c(=O)[nH]c2cc(C(=O)Nc3ccc(OC)c(OC)c3)ccc2c1=O	3.1%	0.9%	-0.8%	-4.1%[10.9 µM]
Cc1ccc(-c2noc(CN3CCC(C(N)=O)CC3)n2)cc1	-2.7%	-0.2%	-0.1%	-12.3%
COc1ccc(Cl)cc1NC(=O)Cn1c(=O)c(-c2ccccc2NC(C)=O)nc2ccccc21	9.4%	-0.4%	-2.9%	17.7%[10.9 µM]

Structure	p53ts 39C kill	IkB sig inh	p53ts 32C tox	Imprint erasure
CC(C)=CCC/C(C)=C/C=O	7.7%	0.5%	17.4%[1.84 µM]	-2.6%
Cc1ccc(NC(=O)c2oc3c(c2C)C(=O)CC(C)(C)C3)cc1	4.4%	3.8%	-8.5%	-10.6%
CC(C)(C)C(=O)Cn1c(=O)n(-c2ccc(Cl)cc2)c(=O)c2c3c(sc21)CCCC3	4.2%	3.1%	1.0%	-8.0%[10.9 µM]
COc1ccc(S(=O)(=O)NCc2ccccn2)cc1Cl	16.6%	-1.9%	6.4%	-8.1%
COc1cccc(C(=O)Nc2ccc(N(C)C)cc2)c1OC	u	u	u	-45.6%[inhibitor]
O=C(/C=C/c1ccccc1)NCCc1ccc2c(c1)OCCO2	173.4%[activator]	x	-6.0%	x
CCCCSc1nn[nH]n1	-8.0%	-1.5%	-6.4%	4.8%
Cc1ccc(C)c(NC(=O)CSc2nc(=O)n(CCN(C)C)c3c2CCC3)c1	33.1%[activator]	-1.4%	-2.4%	3.3%[10.9 µM]
COc1ccc2oc(=O)c(C(=O)N3CCN(c4ccccc4C)CC3)cc2c1	-12.0%	1.3%	-15.1%	-11.4%
NS(=O)(=O)c1ccc(NC2(C(=O)O)CCCC2)cc1	-3.8%[9.22 µM]	0.2%[11.4 µM]	-0.8%[9.22 µM]	-3.9%[10.9 µM]
CCOc1ccc(NC(=O)Cn2cc(C(=O)c3ccc(CC)cc3)c(=O)c3ccc(C)nc32)cc1	3.3%	1.5%	-2.9%	5.7%[10.9 µM]
O=C(NCC(=O)N(CC1CCCO1)C(C(=O)NC1CCCC1)c1cccnc1)c1ccco1 (stereo not drawn)	7.2%	-0.2%	-0.8%	2.2%

# Of the compounds above, these contain fluorine:
Structure	p53ts 39C kill	IkB sig inh	p53ts 32C tox	Imprint erasure
CN(C(=O)CSc1nc(-c2ccc(F)cc2)cs1)C1CCS(=O)(=O)C1 (stereo not drawn)	-7.8%	-1.5%	-11.3%	-12.0%
Cc1cccc(N2C(=O)CSC23C(=O)N(Cc2cccc(F)c2)c2ccccc23)c1 (stereo not drawn)	-4.2%	u	10.9%	4.7%[10.9 µM]
Cc1ccc(NC(c2nnc(-c3ccccc3)o2)c2ccccc2F)c(Cl)c1 (stereo not drawn)	-5.6%	u	2.0%	-8.4%[10.9 µM]

# (further entries)
Structure	p53ts 39C kill	IkB sig inh	p53ts 32C tox	Imprint erasure
Cc1sc2nc(C3CC3)nc(NCCNS(=O)(=O)c3ccccc3)c2c1C	11.0%	x	17.4%	x
CC(C)Cn1c2c(c(O)c(C(=O)Nc3ccc(F)cc3)c1=O)CCCC2	14.3%	-0.5%	0.0%	-14.0%
C=CC(=O)c1ccc2ccccc2c1	10µM*	x	12.6µM*	-28.2%
COC(=O)CSc1nnc(CNC(=O)c2ccc(OC)cc2OC)n1C	-1.3%	5.3%	13.6%	-0.7%
Cc1ccc(CNc2ncnc3c2cnn3-c2ccccc2)cc1	1.3%	x	-3.2%	x
COc1ccc(Nc2cc(C(=O)NC3CCC(C)CC3)c3ccccc3n2)cc1OC (stereo not drawn)	2.4%	6.6%	8.1%	6.1%[10.9 µM]

# Results in p53ts 39C kill and Imprint erasure, for some of the entries so far:
molecule	p53ts 39C kill	Imprint erasure
C=CC(=O)c1ccc2ccccc2c1	10µM*	-28.2%
COC(=O)CSc1nnc(CNC(=O)c2ccc(OC)cc2OC)n1C	-1.3%	-0.7%
